Assay outcomes deposited in PubChem by National Center for Advancing Translational Sciences (NCATS).
HEK293 tox: cytotoxicity in counter-screen for GLP-1R inverse agonists; Potency, µM (titrated, usually from 38.3 µM), for inactives: top-dose activity change, negative = inhibition, usual class: inhibitors; HEK293 cAMP-luciferase reporter cells, luminescence, 24 h; 0.13% of 410,000 active; AID 624418;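 also: loss of luciferase light is scored as toxicity; potency is read from the fitted curve at half-maximal effect; % is scaled to controls: 0 for no effect and ±100 for the full control effect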
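Luminescence readout: signal drop marks cytotoxicity. Plated cells grew 12 h at 37 °C, 5% CO2, received 23 nL compound for 24 h, then got luciferase reagent, read after 12 min at RT.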
WRN helicase inh: inhibitors of human WRN helicase; Potency, µM (highest dose often 114 µM), for the others: top-dose activity change, negative = inhibition, actives largely listed as inhibitors; WRN helicase unwinding, fluorescent forked duplex, kinetic; Q14191; 0.46% of 360,000 active; also: potency is read from the fitted curve at half-maximal effect; % is scaled to controls: 0 for no effect and ±100 for the full control effect; nearly all actives have a fitted effect of over 55% in size
Target sequence (Q14191 whole entry, looked up): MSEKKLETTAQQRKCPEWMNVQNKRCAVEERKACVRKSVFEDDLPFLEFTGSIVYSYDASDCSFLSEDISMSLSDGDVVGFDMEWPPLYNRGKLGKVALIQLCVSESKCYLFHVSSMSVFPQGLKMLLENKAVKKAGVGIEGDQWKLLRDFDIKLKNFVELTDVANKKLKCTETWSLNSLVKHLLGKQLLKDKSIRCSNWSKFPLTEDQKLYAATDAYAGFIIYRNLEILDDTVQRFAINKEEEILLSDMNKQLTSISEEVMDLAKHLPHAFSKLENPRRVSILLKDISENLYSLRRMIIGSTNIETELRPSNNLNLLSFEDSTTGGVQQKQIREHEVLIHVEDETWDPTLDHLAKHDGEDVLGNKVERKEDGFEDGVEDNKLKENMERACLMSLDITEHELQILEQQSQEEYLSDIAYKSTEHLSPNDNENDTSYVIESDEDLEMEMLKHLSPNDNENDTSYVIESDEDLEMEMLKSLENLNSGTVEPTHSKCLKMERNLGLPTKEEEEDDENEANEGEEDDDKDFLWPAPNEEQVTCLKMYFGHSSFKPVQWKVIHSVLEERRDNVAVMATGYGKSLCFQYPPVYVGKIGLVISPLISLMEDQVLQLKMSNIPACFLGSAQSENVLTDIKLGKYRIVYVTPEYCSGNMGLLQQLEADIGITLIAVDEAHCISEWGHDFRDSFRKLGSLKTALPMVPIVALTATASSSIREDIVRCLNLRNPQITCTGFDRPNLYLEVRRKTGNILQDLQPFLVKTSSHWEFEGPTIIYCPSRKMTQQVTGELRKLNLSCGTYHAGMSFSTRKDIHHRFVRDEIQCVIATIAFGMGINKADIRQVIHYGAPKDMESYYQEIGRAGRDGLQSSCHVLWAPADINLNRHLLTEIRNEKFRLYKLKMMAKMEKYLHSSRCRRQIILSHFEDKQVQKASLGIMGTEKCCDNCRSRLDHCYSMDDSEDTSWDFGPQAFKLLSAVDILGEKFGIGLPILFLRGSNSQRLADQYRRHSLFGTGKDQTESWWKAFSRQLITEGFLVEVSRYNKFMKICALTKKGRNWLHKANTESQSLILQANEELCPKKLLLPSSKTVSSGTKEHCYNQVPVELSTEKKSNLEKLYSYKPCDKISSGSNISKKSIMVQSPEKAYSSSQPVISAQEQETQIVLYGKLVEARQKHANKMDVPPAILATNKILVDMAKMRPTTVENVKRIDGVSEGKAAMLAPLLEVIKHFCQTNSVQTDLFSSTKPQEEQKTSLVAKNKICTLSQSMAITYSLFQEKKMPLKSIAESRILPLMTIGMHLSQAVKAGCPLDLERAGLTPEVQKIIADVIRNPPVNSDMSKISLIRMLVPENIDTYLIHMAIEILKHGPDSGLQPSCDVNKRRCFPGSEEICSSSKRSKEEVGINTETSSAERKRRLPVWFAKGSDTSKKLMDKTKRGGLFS
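WRN at 20 nM final was preincubated with compound for 15 min at room temperature; reaction started with 100 nM forked duplex oligonucleotide carrying fluorophore and quencher plus 2 mM ATP (final). Unwinding followed kinetically by red fluorescence (ex 525/em 598 nm).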
GLP-1R inv ag: inverse agonists of human GLP-1 receptor; P43220; HEK293 GLP-1R CRE-luciferase, luminescence, 24 h; GLP-1R form is constitutively active; Potency, µM (doses to about 38.3 µM), without a hit: top-dose activity change, negative = inhibition, actives largely listed as inhibitors; 1.6% of 410,000 active; also: potency is read from the fitted curve at half-maximal effect; % is scaled to controls: 0 for no effect and ±100 for the full control effect; nearly all actives have a fitted effect of over 55% in size
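Constitutively active GLP-1R drives a cAMP-responsive luciferase in stably transfected HEK293 cells; test compounds are added after overnight (12 h) attachment and left 24 hr, and signal loss in luminescence marks inhibition.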
PLK1 PBD inh: PLK1 (human) polo-box domain binding inhibition. AID 720504. Potency, µM, for inactives: max response, negative = inhibition, hits mostly inhibitors. P53350. Plk1 PBD binding of FITC phosphopeptide, fluorescence polarization. 2.8% of 360,000 active; also: potency is read from the fitted curve at half-maximal effect; series mostly up to about 57 µM; % is scaled to controls: 0 for no effect and ±100 for the full control effect; nearly all actives have a fitted effect of over 65% in size
D3 ag: activates the human D3 dopamine receptor. 0.58% of 410,000 active. P35462. max activation, %. D3R DiscoveRx beta-arrestin cells, luminescence, 90 min; in the data active = max activation above about 30%; also: 0% is about no effect; mostly tested at two doses, the higher about 12 µM
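Cells at 1500/well, incubated overnight, then treated with pinned compounds (dopamine as control) for 90 min at 37 degrees C. DiscoveRx reagent added for 30 - 60 minutes at room temperature; luminescence read.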
PI5P4K alpha inh: blocks human PI5P4K alpha kinase activity. P48426. PI5P4Kalpha enzyme, ADP-Glo luminescence, 60 min; hits give low values. max response, %. 1.2% of 330,000 active. AID 652105; active = max response of -50% or lower; inconclusive = between -30% and -50%; inactive = -30% or higher; also: value at the top dose of about 77 µM; % is scaled to controls: 0 for no effect and ±100 for the full control effect
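Controls without substrate or without enzyme flank wells where PI5P4Kalpha converts substrate using 5 microM ATP (final). Incubation lasts 60 minutes at room temperature; ADP formed is read by ADP-Glo luminescence.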
D3 antag: D3 dopamine receptor (human) antagonism. P35462. D3R cells, DiscoveRx beta-arrestin luminescence, antagonist mode; hits give low values. max response, negative = inhibition, %. 2.5% of 360,000 active. AID 652054; in the data active = max response below about -50%; inconclusive = no clear call, values can overlap the other calls; also: % is scaled to controls: 0 for no effect and ±100 for the full control effect; mostly tested at two doses, the higher about 12 µM
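Cells plated overnight at 1500 cells/well, then exposed to library compounds with dopamine controls for 90 minutes at 37 degrees C. DiscoveRx reagent added for 30–60 minutes at room temperature; luminescence read, quantitative HTS format.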
IL-2 act: IL-2 activation; IL-2 activation reporter assay, cell-based qHTS; stimulated with anti-CD3/CD4/CD28 beads; in transgenic mouse T cells; activation, % (series mostly up to about 46 µM); 0.065% of 360,000 active; AID 652025; in the data active = activation above about 50%; inconclusive = mostly about 30% to 49%; also: 0% is about no effect
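EGFP and DsRed fluorescence is measured by plate cytometry in unstimulated transgenic mouse T cells exposed to compound for 60 minutes, then stimulated 18 hours at 37 degrees C with anti-CD3/anti-CD4 beads plus anti-CD28.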
GLP-1R agonist: GLP-1 receptor (human) agonism | P43220 | HEK293 GLP-1R CRE-luciferase, luminescence, 4-6 h; cells express a hypersensitive GLP-1R form | Potency, µM (titrated, usually from 45.6 µM), inactives show top-dose activation, actives largely listed as activators | 0.007% of 380,000 active | AID 624172; also: potency is read from the fitted curve at half-maximal effect; % of control where 0% means no effect
* = called active by the depositor; & = joins results of further samples; [ ] = remark or other dose. Unless noted, calls follow the shape of the dose curve; as a rule, active = well fitted curve in the direction sought with a large enough effect; inconclusive = small, poorly fitted or top-dose-only effect, or another doubt; inactive = no such curve, though single readings can be large; an effect the other way counts as inactive or inconclusive. Compounds were not picked by outcome; 7.8% or so of the library scored in one or more.

How did COc1ccc(C(=O)COc2ccc(F)cc2)c(O)c1C do in these assays?
HEK293 tox: -7%; WRN helicase inh: -6%; GLP-1R inv ag: 8%; PLK1 PBD inh: 0%; D3 ag: 0; PI5P4K alpha inh: 13; D3 antag: 8; IL-2 act: -0.7; GLP-1R agonist: 11%

How did Cc1cccc(NC(=O)Nc2ccc(F)cc2)n1 do in these assays?
HEK293 tox: -3%&17%; WRN helicase inh: 2%; GLP-1R inv ag: 18%&3%; PLK1 PBD inh: 3%; D3 ag: -6&-6; PI5P4K alpha inh: 3; D3 antag: 17; IL-2 act: -3.3; GLP-1R agonist: -3%&2%

How did CSc1ccccc1NC(=O)CSCc1ccc(Br)cc1 do in these assays?
HEK293 tox: 3%; WRN helicase inh: -4%; GLP-1R inv ag: inconclusive; PLK1 PBD inh: -3%; D3 ag: 2; PI5P4K alpha inh: 28; D3 antag: 5; IL-2 act: -0.6; GLP-1R agonist: 1%

Results for Cc1ccc(OCC(=O)Nc2cc(NC(=O)COc3ccc(C)c(C)c3)cc(C(=O)O)c2)cc1C ?
HEK293 tox: -19%; WRN helicase inh: -11%; GLP-1R inv ag: inconclusive; PLK1 PBD inh: -27%; D3 ag: 0; PI5P4K alpha inh: -3; D3 antag: 4; IL-2 act: -0.4; GLP-1R agonist: -4%

Results for CN1CCN(CCCNC(=O)c2ccc(/C=C3\Oc4ccccc4N(Cc4ccccc4F)C3=O)cc2)CC1 ?
HEK293 tox: -27%; WRN helicase inh: 7%; GLP-1R inv ag: inconclusive; PLK1 PBD inh: -13%; D3 ag: -13; PI5P4K alpha inh: -12; D3 antag: 0; IL-2 act: 0.3; GLP-1R agonist: inconclusive

What do the screens show for `COC(=O)c1ccc2c(=O)n(CCN3CCOCC3)c(=S)[nH]c2c1`?
HEK293 tox: -7%; WRN helicase inh: 2%; GLP-1R inv ag: 5%; PLK1 PBD inh: -7%; D3 ag: -4; D3 antag: -12; IL-2 act: -0.5; GLP-1R agonist: -9%

What do the screens show for `Cc1cn(-c2cc(NC(=O)c3ccc(C)c(NC(=O)c4cccc(-c5cn[nH]c(=O)c5)c4)c3)cc(C(F)(F)F)c2)cn1`?
HEK293 tox: 3%; WRN helicase inh: 6%; GLP-1R inv ag: 18%; PLK1 PBD inh: -10%; D3 ag: 8; PI5P4K alpha inh: -2; D3 antag: -7; IL-2 act: -1.3; GLP-1R agonist: -5%

What do the screens show for `CCCCN1C[C@H](c2ccccc2)[C@@H](CC(=O)NC)C1=O`?
HEK293 tox: 2%; WRN helicase inh: 5%; GLP-1R inv ag: 2%; PLK1 PBD inh: -9%; D3 ag: -2; PI5P4K alpha inh: 1; D3 antag: 1; IL-2 act: -1.6; GLP-1R agonist: 9%

How did Cc1cc(Cl)ccc1NC(=O)Cn1cncn1 do in these assays?
HEK293 tox: -2%; WRN helicase inh: -5%; GLP-1R inv ag: -15%; PLK1 PBD inh: 1%; D3 ag: -4; PI5P4K alpha inh: 3; D3 antag: 0; IL-2 act: 0.8; GLP-1R agonist: 4%

How did Cc1cc(=O)n2nc(N3CCC(C(=O)NCc4ccccc4F)CC3)sc2n1 do in these assays?
HEK293 tox: 1%&4%; WRN helicase inh: -5%; GLP-1R inv ag: 10%&-10%; PLK1 PBD inh: 8%; D3 ag: 1&4; PI5P4K alpha inh: 0; D3 antag: 11; IL-2 act: 0.1; GLP-1R agonist: 11%

The closing two records of the part above are carried over, then new ones follow:
How did Cc1cc(Cl)ccc1NC(=O)Cn1cncn1 do in these assays?
HEK293 tox: -2%; WRN helicase inh: -5%; GLP-1R inv ag: -15%; PLK1 PBD inh: 1%; D3 ag: -4; PI5P4K alpha inh: 3; D3 antag: 0; IL-2 act: 0.8; GLP-1R agonist: 4%

How did Cc1cc(=O)n2nc(N3CCC(C(=O)NCc4ccccc4F)CC3)sc2n1 do in these assays?
HEK293 tox: 1%&4%; WRN helicase inh: -5%; GLP-1R inv ag: 10%&-10%; PLK1 PBD inh: 8%; D3 ag: 1&4; PI5P4K alpha inh: 0; D3 antag: 11; IL-2 act: 0.1; GLP-1R agonist: 11%

Results for COc1ccccc1C(=O)C1CCCN(C(=O)c2cc(CC(C)C)nc(C)n2)C1 (centres undefined) ?
HEK293 tox: 4%; WRN helicase inh: 8%; GLP-1R inv ag: 19%; PLK1 PBD inh: 3%; D3 ag: 1; PI5P4K alpha inh: 2; D3 antag: 11; IL-2 act: 0.0; GLP-1R agonist: -1%

How did CCCCn1c(SCC(=O)NCc2ccco2)nc2ccccc2c1=O do in these assays?
HEK293 tox: -15%; WRN helicase inh: -5%; GLP-1R inv ag: inconclusive; PLK1 PBD inh: -2%; D3 ag: 1; PI5P4K alpha inh: 4; D3 antag: 5; IL-2 act: -1.9; GLP-1R agonist: 1%

How did CC(C)(CO)CNC1CCCN(C2Cc3ccccc3C2)C1 (centres undefined) do in these assays?
HEK293 tox: 6%; WRN helicase inh: 3%; GLP-1R inv ag: -7%; PLK1 PBD inh: -12%; D3 ag: 3; PI5P4K alpha inh: 2; D3 antag: 8; IL-2 act: 0.1; GLP-1R agonist: -7%

Results for CCCCn1c(=O)cc(O)c2ccccc21 ?
HEK293 tox: 3%; WRN helicase inh: -8%; GLP-1R inv ag: 8%; PLK1 PBD inh: 0%; D3 ag: 23; D3 antag: -22; IL-2 act: -1.6; GLP-1R agonist: 9%

Results for CCNC(=O)NC(=O)C(C)On1nnc2ccc(S(=O)(=O)N(CC)CC)cc21 (centres undefined) ?
HEK293 tox: -29%; WRN helicase inh: -1%; GLP-1R inv ag: -17%; PLK1 PBD inh: 4%; D3 ag: 4; PI5P4K alpha inh: -5; D3 antag: 9; IL-2 act: -2.9; GLP-1R agonist: 4%

Results for COc1ccc(N=C2NC(=O)/C(=C\C=C\c3ccco3)S2)cc1 ?
HEK293 tox: -9%; WRN helicase inh: 22µM*; GLP-1R inv ag: 40%[activator]; PLK1 PBD inh: 21µM*; D3 ag: -4; PI5P4K alpha inh: -81*; D3 antag: -22; IL-2 act: -0.6; GLP-1R agonist: 2%

What do the screens show for `CCOc1ccccc1C(c1c(C)n(C)n(-c2ccccc2)c1=O)c1c(C)n(C)n(-c2ccccc2)c1=O`?
HEK293 tox: 4%; WRN helicase inh: -2%; GLP-1R inv ag: 1%; PLK1 PBD inh: -11%; D3 ag: -3; PI5P4K alpha inh: 2; D3 antag: -11; IL-2 act: 0.7; GLP-1R agonist: 15%

What do the screens show for `COc1ccc(CCNC(=S)Nc2ccc(C)cc2C)cc1`?
HEK293 tox: inconclusive; WRN helicase inh: 1%; GLP-1R inv ag: inconclusive; PLK1 PBD inh: 3%; D3 ag: 6; PI5P4K alpha inh: 1; D3 antag: -10; IL-2 act: -0.3; GLP-1R agonist: 10%

How did O=C(OCC1COc2ccccc2O1)c1c(F)cccc1F (centres undefined) do in these assays?
HEK293 tox: -23%; WRN helicase inh: -7%; GLP-1R inv ag: 0%; PLK1 PBD inh: -4%; D3 ag: 0; D3 antag: -5; IL-2 act: -1.0; GLP-1R agonist: 6%

What do the screens show for `CC(C)Oc1ccc2c(c1)OC(c1ccccc1)(C(F)(F)F)NC2=O` (centres undefined)?
HEK293 tox: 2%; WRN helicase inh: -1%; GLP-1R inv ag: -11%; PLK1 PBD inh: -1%; D3 ag: -3; PI5P4K alpha inh: -7; D3 antag: 7; IL-2 act: -4.0; GLP-1R agonist: 9%

How did COc1ccc(C(CNC(=O)COc2ccc(Br)cc2F)N2CCCC2)cc1 (centres undefined) do in these assays?
HEK293 tox: 8%; WRN helicase inh: 5%; GLP-1R inv ag: 13µM*; PLK1 PBD inh: -1%; D3 ag: -36; PI5P4K alpha inh: -5; D3 antag: -76*; IL-2 act: -2.3; GLP-1R agonist: 5%

Results for C[C@@H]1CN([C@@H](C)CO)C(=O)CCCn2nncc2CO[C@H]1CN(C)Cc1ccc(Cl)c(Cl)c1 ?
HEK293 tox: -14%; WRN helicase inh: 4%; GLP-1R inv ag: -2%; PLK1 PBD inh: 4%; D3 ag: 3; PI5P4K alpha inh: -3; D3 antag: 2; IL-2 act: -0.7; GLP-1R agonist: -5%

Results for CC(=O)N(C)C[C@@H]1Oc2ncc(Br)cc2C(=O)N([C@H](C)CO)C[C@@H]1C ?
HEK293 tox: 3%; WRN helicase inh: -1%; GLP-1R inv ag: -3%; PLK1 PBD inh: -11%; D3 ag: 1; PI5P4K alpha inh: -7; D3 antag: 10; IL-2 act: -1.0; GLP-1R agonist: 4%

Results for CC1CCCN(C(=O)COC(=O)c2cc(Br)ccc2O)C1 (centres undefined) ?
HEK293 tox: 3%; WRN helicase inh: -30%; GLP-1R inv ag: -29%; PLK1 PBD inh: -2%; D3 ag: -30; PI5P4K alpha inh: 7; D3 antag: -26; IL-2 act: -4.4; GLP-1R agonist: -4%

How did O=C(CN1C(=O)CSc2ccc(S(=O)(=O)N3CCCCCC3)cc21)NCCc1ccccc1 do in these assays?
HEK293 tox: -10%; WRN helicase inh: -1%; GLP-1R inv ag: inconclusive; PLK1 PBD inh: -2%; D3 ag: -9; PI5P4K alpha inh: -9; D3 antag: -18; IL-2 act: 0.3; GLP-1R agonist: 15%

What do the screens show for `Oc1ccc(/C=N/N2CCOCC2)c(O)c1O`?
HEK293 tox: 8%; WRN helicase inh: inconclusive; GLP-1R inv ag: 6%; PLK1 PBD inh: 9.5µM*; D3 ag: 6; PI5P4K alpha inh: -21; D3 antag: 5; IL-2 act: -0.4; GLP-1R agonist: 0%

What do the screens show for `O=C1CCCN1CCC(=O)N1CCCC(CO)(Cc2ccccc2)C1` (centres undefined)?
HEK293 tox: 0%; WRN helicase inh: -1%; GLP-1R inv ag: 4%; PLK1 PBD inh: 1%; D3 ag: 8; PI5P4K alpha inh: 2; D3 antag: 0; IL-2 act: -0.7; GLP-1R agonist: 2%
